BRCA1 expr act: increases BRCA1 expression | MCF7-BRCA1-FFLuc reporter, luminescence, 48 h; response scale: scaled: vehicle 0%, 10 µM genistein 100% | Potency, µM (top dose mostly 46.1 µM), inactives show at the highest dose activation, hits mostly activators | 1.1% of 380,000 active; note: nearly all actives have a fitted effect of over 80% in size; some results filed as inactive show a strong effect at the top dose
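MCF7-BRCA1-FFLuc cells, 2000/well in phenol-red-free MEM, attached 2 h then treated 48 h at 37 C. Luciferase luminescence read 15 min after reagent; normalized to genistein maximum activation (10microM) and DMSO, concentration-response fitted.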
VP16 counter: inhibits Gal4-VP16 luciferase reporter, ROR gamma counter-screen; Potency, µM (highest dose often 53.6 µM), for inactives: at the highest dose activity, negative = inhibition, actives largely listed as inhibitors; 3.5% of 310,000 active; Drosophila S2 Gal4-VP16 UAS-luciferase, luminescence, 20 h;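 note: Gal4-VP16 expression switched on by copper sulfate through the metallothionein promoter; % is set by controls: 0 for no effect and ±100 for the full control effect; nearly all actives have a fitted effect of over 50% in size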
NPC1 promoter act: NPC1 promoter activation | Potency, µM (top dose mostly 9.22 µM), inactives show at the highest dose activation, hits mostly activators | 2.4% of 320,000 active | Huh7 NPC1 promoter luciferase reporter, 24 h;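 note: % of control where 0% means no effect; nearly all actives have a fitted effect of over 60% in size; reporter is driven by a mutant NPC1 promoter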
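Luciferase expression driven by the NPC1 promoter was measured in stably transfected Huh7 cells after a 24 h compound incubation, using a luciferase reagent and a luminescence read.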
ELG1 genotoxic: induces genotoxicity in HEK293T cells with luciferase-tagged ELG1; AID 504466; 1.3% of 330,000 active; HEK293T ELG1-luciferase reporter, luminescence, 16 h; Potency, µM (highest dose often 46 µM), without a hit: at the highest dose activity change, positive = activation, actives largely listed as activators; note: % of control where 0% means no effect; nearly all actives have a fitted effect of over 60% in size
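Step 1: seed 2,000 HEK293T ELG1-luciferase cells per well. Step 2: add compound or DMSO, incubate 16 hr at 37 °C. Step 3: ONE-Glo, 30 min at room temperature, read luminescence.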
RORgamma inh: blocks mouse ROR gamma transcriptional activity. P51450. Drosophila S2 Gal4-RORgamma UAS-luciferase reporter, 20 h. Potency, µM (highest dose often 53.6 µM), without a hit: top-dose activity change, negative = inhibition, actives largely listed as inhibitors. 5.4% of 310,000 active; note: % is set by controls: 0 for no effect and ±100 for the full control effect; nearly all actives have a fitted effect of over 60% in size
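Compounds are pin-transferred onto Drosophila Schneider cells expressing a copper-inducible Gal4–ROR gamma transactivation domain fusion. After 1 hr, copper sulfate is added to 700 uM final; luciferase is read 20 hr later.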
uPA generation: cell surface uPA generation inhibition | cell surface uPA generation assay, qHTS | Potency, µM (highest dose often 38.3 µM), inactives show at the top dose activity change, negative = inhibition, actives largely listed as inhibitors | 0.31% of 330,000 active; active = well fitted inhibition curve with a large enough effect; inconclusive = small, poorly fitted or top-dose-only effect; inactive = no such curve, though single readings can be large or run the other way; tested in mouse RAW 264.7 cells; note: % is set by controls: 0 for no effect and ±100 for the full control effect; nearly all actives have a fitted effect of over 55% in size
FLuc modulator: firefly luciferase modulation, counter-screen for miR-21 project; Potency, µM (top dose mostly 57.5 µM), for the others: at the highest dose activity change, negative = inhibition, most hits filed as inhibitors; AID 588342; P08659; 6.9% of 360,000 active; purified FLuc, Km substrates, luminescence inhibition;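 note: plate controls were vehicle for no effect and reference inhibitor for full effect; nearly all actives have a fitted effect of over 55% in size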
Target sequence (P08659 whole entry, looked up): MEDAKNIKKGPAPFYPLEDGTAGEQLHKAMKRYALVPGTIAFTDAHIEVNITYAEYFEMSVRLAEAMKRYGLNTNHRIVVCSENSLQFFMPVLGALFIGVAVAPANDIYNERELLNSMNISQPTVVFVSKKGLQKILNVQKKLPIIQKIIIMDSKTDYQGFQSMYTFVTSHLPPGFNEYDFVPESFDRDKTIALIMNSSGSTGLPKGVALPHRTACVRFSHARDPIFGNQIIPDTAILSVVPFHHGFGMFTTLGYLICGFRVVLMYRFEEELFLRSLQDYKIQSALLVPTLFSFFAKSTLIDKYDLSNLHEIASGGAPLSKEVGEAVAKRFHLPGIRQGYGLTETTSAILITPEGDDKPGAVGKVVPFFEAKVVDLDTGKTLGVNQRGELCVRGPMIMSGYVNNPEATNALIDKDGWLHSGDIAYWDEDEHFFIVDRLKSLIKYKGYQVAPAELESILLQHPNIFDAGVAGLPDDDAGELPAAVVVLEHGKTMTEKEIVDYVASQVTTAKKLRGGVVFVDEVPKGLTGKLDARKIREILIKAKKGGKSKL
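Purified P. pyralis luciferase, 10 nM final, with Km-level 10 uM D-luciferin and 10 uM ATP in 50 mM Tris acetate pH 7.5, 10 mM Mg acetate, 0.01% Tween-20, 0.05% BSA; 6-point qHTS titration about 60 µM downward; luminescence read.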
MBNL1-CUG inh: MBNL1-poly(CUG) RNA binding inhibition. Q9NR56. TR-FRET MBNL1-His/biotin-(CUG)12 binding, 665/545 ratio. Potency, µM (doses to about 57.5 µM), for inactives: at the highest dose activity change, negative = inhibition, actives largely listed as inhibitors. 0.036% of 280,000 active; active = well fitted inhibition curve with a large enough effect in the signal ratio, with a control signal flat, not every such curve was filed as active; inconclusive = small, poorly fitted or top-dose-only effect, or effect the other way, or a change in a side signal; inactive = no such curve, though single readings can be large or run the other way; the % refers to the signal ratio; note: % is set by controls: 0 for no effect and ±100 for the full control effect
Target sequence (Q9NR56 whole entry, looked up): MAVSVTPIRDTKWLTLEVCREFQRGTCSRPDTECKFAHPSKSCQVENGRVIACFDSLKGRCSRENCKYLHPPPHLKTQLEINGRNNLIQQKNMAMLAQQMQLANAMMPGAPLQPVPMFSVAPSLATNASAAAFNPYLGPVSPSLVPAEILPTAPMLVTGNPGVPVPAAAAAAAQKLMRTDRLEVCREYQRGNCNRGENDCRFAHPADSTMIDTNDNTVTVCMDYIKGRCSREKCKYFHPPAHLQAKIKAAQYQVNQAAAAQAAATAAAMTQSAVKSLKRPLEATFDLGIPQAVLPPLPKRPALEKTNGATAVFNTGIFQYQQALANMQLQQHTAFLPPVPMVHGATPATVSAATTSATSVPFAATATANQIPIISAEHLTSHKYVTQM
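TR-FRET readout: Ex 340 nm, 665/545 nm emission ratio, normalized to buffer-only (basal) and MBNL1-(CUG)12 controls. Complex of MBNL1-His with Biotin-(CUG)12, compounds 92 nM–58 uM, incubated 60 min at room temperature.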
Rab9 promoter act: activators of Rab9 promoter; 2.8% of 320,000 active; Potency, µM (highest dose often 9.22 µM), for inactives: top-dose activation, negative = inhibition, usual class: activators; Huh7 Rab9 promoter-luciferase reporter, luminescence, 24 h; note: % of control where 0% means no effect; nearly all actives have a fitted effect of over 60% in size
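Luminescence read-out: Huh7 cells stably expressing Rab9-luciferase, treated 24 h with compound at 37 °C, then lysed with luciferase reagent for 10 min at ambient before reading.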
p53 reactivation: restores transcriptional activity of mutant p53. Potency, µM (highest dose often 92.2 µM), without a hit: top-dose activity change, positive = activation, usual class: activators. H1299 p53-A138V BP100-luciferase reporter, luminescence, 24 h. 0.063% of 320,000 active; note: % of control where 0% means no effect; nearly all actives have a fitted effect of over 45% in size
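p53-null H1299 cells stably carrying temperature-sensitive p53-A138V and a BP100-luciferase reporter were pinned with compounds (4-point, 1:5 series) and held 24 hrs at 37 deg C. Luminescence was read 10 min after detection reagent.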
Starred values were filed as active, the others as inactive; u = inconclusive; x = no result given; & = joins results of further samples; [ ] = dose if it differs, or a comment. Unless noted, calls come from the whole dose curve; as a rule, active = well fitted curve in the direction sought with a large enough effect; inconclusive = small, poorly fitted or top-dose-only effect, or another doubt; inactive = no such curve, though single readings can be large; an effect the other way counts as inactive or inconclusive. Potency is the fitted concentration of half-maximal effect. Outcome played no part in choosing rows. About 13% of those tested had a hit in this group.

| SMILES | BRCA1 expr act | VP16 counter | NPC1 promoter act | ELG1 genotoxic | RORgamma inh | uPA generation | FLuc modulator | MBNL1-CUG inh | Rab9 promoter act | p53 reactivation |
| --- | --- | --- | --- | --- | --- | --- | --- | --- | --- | --- |
| COc1ccc(OCCSc2ncnc3nc[nH]c23)cc1 | u | 0.4% | u | u | 20.7% | u | 16.9µM* | 14.7% | u | u |
| Cc1ccc(Nc2nnc(SCC(=O)NC(Cc3c[nH]c4ccccc34)C(=O)O)s2)cc1 (stereo not given) | -20.6% | 0.2% | -1.8% | 3.7% | 2.2% | -9.4% | 19µM* | -4.6% | -2.7% | 4.7% |
| CC1=C(C(=O)OCc2ccccc2)C(c2ccco2)C2=C(CC(C)(C)CC2=O)N1 (stereo not given) | -42.6% | -9.0% | -1.6% | -4.1% | 36.2% | -3.5% | 1.8% | 12.0% | -6.7% | -3.2% |
| CCN1CCN(C(=S)c2ccc(OC)cc2)CC1 | -12.5% | 2.5% | 1.5% | 2.2% | 0.1% | -2.2% | -11.3% | -1.1% | -1.9% | -0.2% |
| COc1ccc(OC)c(NC(=O)c2c(NC(=O)c3ccco3)sc3c2CCC3)c1 | x | -9.3% | -0.5% | -1.7% | 0.7% | x | -14.6% | -24.9% | -0.5% | -2.8% |
| c1coc(C2Nc3ccccc3C3OCCC23)c1 (stereo not given) | 60.8% | -2.8% | -3.3% | 1.5% | 29.8% | -4.8% | -19.9% | 6.3% | 4.2% | 1.6% |
| CSc1cccc(NC(=O)Nc2ccccc2)c1 | u | 13.9% | 28.6% | u | 36.9% | 2.8% | 13.5µM* | -7.5% | 29.5% | u |
| CCS(=O)(=O)N1CCC(C(=O)Oc2ccc(C)c(C)c2)CC1 | 0.9% | -7.5% | -3.4% | 0.3% | 0.8% | 18.0% | -11.7% | -2.1% | -1.5% | -2.9% |
| NC(=O)N/N=C/c1ccccc1OC(=O)c1ccccc1Br | -17.4% | 9.4%[10 µM] | -4.6% | -7.7% | 2.4% | -5.9% | 26.9µM* | 1.8% | -2.1% | 0.4% |
| C/C(=N\Nc1ccc([N+](=O)[O-])cc1)c1ccc(O)cc1 | u | -8.2% | -6.5% | u | u | -9.6% | u | u | 15.4% | -1.5% |
| COc1ccc(N2CCN(S(=O)(=O)CCNC(=O)C3CCCCC3)CC2)cc1 | -1.6% | -6.2% | -0.9% | -1.6% | 23.4% | 8.7% | 4.6% | -2.5% | 1.9% | -2.0% |
| COC(=O)C(Cc1ccc(O)cc1)NC(=O)C(CC(=O)OC(C)(C)C)NC(=O)OC(C)(C)C (stereo not given) | 14.6% | 13.1% | -1.4% | 2.5% | 6.6% | 2.2% | 3.3% | -2.2% | -4.5% | 18.1% |
| c1ccc(-n2c(-c3ccncc3)nnc2-c2cccs2)cc1 | -36.5% | 4.4% | 20.3% | -6.7% | 22.8% | 0.6% | -0.8% | -4.6% | -5.8% | -3.5% |
| CCOc1ccc(-n2c(C)c(C(C)=O)c(C(C)=O)c2C)cc1 | 0.0% | 11.0% | -1.2% | -12.8% | 22.8% | -0.4% | 3.6% | 3.3% | -5.6% | -20.8% |
| Cc1ccc(S(=O)(=O)N2[C@@H](c3ccccc3F)C(C(=O)O)=CC[C@H]2c2ccc(Cl)c(Cl)c2)cc1 | 7.2% | x | 6.6% | -3.9% | x | 11.6% | 0.6% | x | 5.1% | -1.7% |
| CCc1ccc(NC(=O)C(C)OC(=O)CC(NC(C)=O)c2ccccc2)cc1 (stereo not given) | 2.9% | -17.9% | -0.3% | -0.1% | 3.7% | 0.1% | 2.2% | -4.9% | 1.1% | u |
| COC(=O)c1sccc1Oc1ccc(Cl)cc1N1C(=O)CCC1=O | 1.2% | -2.2% | 0.1% | -0.3% | 7.6% | 8.8% | -4.5% | -16.9% | 1.7% | -2.6% |
| CC(C)CN(C(=O)CCC(=O)OCC(=O)N(C)c1ccccc1)c1c(N)n(CC(C)C)c(=O)[nH]c1=O | -0.6% | x | -0.3% | 3.2% | x | 2.3% | -0.4% | x | 0.7% | 1.6% |
| C=CCn1c(C)nnc1SCC(=O)Nc1ccc2c(c1)OCCO2 | 13.8% | x | x | 0.4% | x | 17.9% | x | x | x | 26.9% |
| CN(NS(=O)(=O)c1ccc(Cl)cc1)c1cnn(C)c(=O)c1Cl | -1.3% | -1.2% | -4.5% | -4.4% | -3.0% | 4.3% | -1.2% | -20.2% | 1.0% | -1.3% |
| COc1ccc(CCNC(=O)CN2C(=O)COc3ccc(S(=O)(=O)N4CCOCC4)cc32)c(OC)c1 | 3.5% | 6.3% | -1.2% | 2.7% | -8.9% | 1.5% | -1.3% | -4.0% | -1.8% | 8.3% |
| Cn1c(CN2CCCC2)nc2cc(NS(=O)(=O)c3ccccc3)ccc21 | -1.0% | 4.4% | -5.4% | 0.8% | 10.9% | -2.4% | 1.9% | 9.8% | -8.5% | -4.4% |
| COc1ccc(CN(C)C(=O)C(Cc2ccccc2)NC(=O)c2ccccc2)c(OC)c1 (stereo not given) | -26.9% | x | 8.3% | -32.7%[inhibitor] | x | 4.0% | 1.9% | x | 9.2% | -3.2% |
| Cc1ccc(-c2c(C#N)c(N)n(-c3ccc(C)cc3)c(=O)c2C#N)cc1 | -7.9% | 1.6% | 1.3% | -2.1% | 12.3% | -4.2% | 5.3% | 74.8%[activator] | 2.2% | -7.4% |
| CS(=O)CCC(NS(=O)(=O)c1ccccc1)C(=O)O (stereo not given) | 2.0% | 0.1% | 1.1% | 0.4% | 2.0% | -19.8% | -3.9% | -4.3% | 1.3% | -5.4% |
| O=C(COc1ccccc1[N+](=O)[O-])Nc1cccnc1 | 5.4% | -6.1% | 28.8% | u | 0.4% | -1.9% | u | 23.7% | u | 24.6% |
| CCCCNC(=O)c1ccccc1NC(=O)CCC | 5.3% | -13.2% | -0.3% | 3.5% | 4.5% | 2.5% | 1.4% | -8.9% | -0.5% | 0.5% |
| CCOC(=O)CNC(=O)CNC(=O)c1ccc(OCC(C)C)cc1 | -1.8% | 0.4% | -0.6% | -1.2% | 0.5%[10 µM] | -5.0% | -0.9% | 5.1% | -3.8% | 4.5% |
| CCCCN(CCCC)Cc1ccc(C(=O)NNC(=O)Nc2ccccc2)o1 | 1.5% | -0.5% | -5.6% | -1.8% | -9.7% | 10.2% | 0.8% | -10.6% | -9.4% | -0.5% |
| COc1ccccc1N1CCN(C(=O)CN(C)S(=O)(=O)c2ccc3c(c2)c(=O)n(C)c(=O)n3C)CC1 | 6.0% | -3.7% | -0.5% | -2.4% | 10.5% | -11.3% | 0.6% | 6.0% | -4.3% | 3.3% |
| O=C(CSc1nnc(CNC(=O)c2c(F)cccc2Cl)o1)NC1CCCCC1 | -5.8% | -2.8% | -0.7% | -1.1% | 2.6% | -4.2% | 1.4% | 0.4% | -1.3% | -4.5% |
| COc1cc(/C=C/C(=O)OCC(=O)NCc2ccco2)ccc1OC(F)F | -15.2% | 3.98µM* | -7.9% | -0.9% | 2.51µM* | u | 1.3% | -2.9% | -2.3% | 12.9% |
| O=C(N/N=C/c1coc2ccccc2c1=O)c1ccccc1 | 0.6% | 21.3% | -2.9% | -3.8% | 10.3% | 2.2% | 16.9µM* | -0.9% | -5.7% | -2.1% |
| CCCC(=O)N1CCN(c2nc3ccc(Br)cc3s2)CC1 | u | u | 29.1% | 11.6% | u | -5.1% | 21.3µM* | -3.1% | u | 3.1% |
| COC(=O)c1ccc(NC2(C#N)C(=O)Nc3ccccc32)cc1 (stereo not given) | 4.3% | -3.3% | -2.5% | 0.3% | 16.4% | -8.2% | 0.3% | 5.1% | -6.3% | -9.1% |
| NC(=O)c1ccc(NC(=O)COC(=O)c2ccc3ccccc3n2)cc1 | -8.9% | x | x | -2.9% | x | 1.9% | x | x | x | 17.5% |
| O=C(Cc1cccc([N+](=O)[O-])c1)Nc1cccc(C(=O)N2CCCCC2)c1 | -18.5% | x | x | -1.2% | x | 5.2% | x | x | x | -5.1% |
| CCC(C)NC(=O)Cn1cnc2sc(C)c(S(=O)(=O)N3CCN(c4ncccn4)CC3)c2c1=O (stereo not given) | 0.0% | -6.1% | -5.2% | -3.6% | 1.9% | 4.2% | -1.0% | -6.6% | -3.7% | -4.6% |
| CCCCCC(O)(CCCCC)C(=O)NNc1ccccc1 | -34.7% | -1.7% | -1.8% | 1.0% | 14.7% | 1.8% | 1.8% | -7.8% | -1.0% | -8.4% |
| COc1ccccc1-c1cc(C(=O)N/N=C/c2cccs2)c2ccccc2n1 | 1.6% | 5.62µM* | -1.5% | -6.2% | 4.47µM* | -13.4% | u | 16.8% | 4.8% | -4.3% |
| O=C(Nc1nnc(-c2ccccc2)o1)c1nc2ccccc2s1 | -5.6% | -0.6% | 0.4% | 0.0% | -34.0% | -1.1% | -1.8% | 1.3% | 1.4% | 13.2% |
| COc1ccc(-c2nnc(SCC(=O)NCCC(C)C)nc2-c2ccc(OC)c(OC)c2)cc1OC | -26.6% | -2.8% | -2.3% | 1.7% | 10.0% | -0.7% | 0.0%&0.5% | u | 7.1% | -5.1% |
| Cc1ccc(C(=O)NNC(=O)CCn2nnc3ccccc32)cc1 | -11.9% | 2.1% | -1.0% | 0.6% | -20.3% | -8.0% | 3.3% | -3.0% | 0.1% | 3.0% |
| Cc1ccc(NC(=O)C2CCN(S(=O)(=O)c3c(C)[nH]c(=O)[nH]c3=O)CC2)cc1 | 14.1% | -9.6% | -1.8% | 3.4% | 6.4% | -5.9% | -1.4% | -2.5% | 1.1% | 8.2% |
